STAT1 blocker = STAT1 signaling inhibition | 200,000 compounds, 0.35% hits | AID 920 | NIH 3T3 STAT1-luciferase reporter, IFN-gamma, luminescence | inhibition, % at 5.5 µM;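 active means inhibition above a set limit, the mean inhibition across all tested compounds plus 3 SD, cut at about 34% in these data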;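 further: 0% = IFN-gamma with DMSO and 100% = IFN-gamma with 300 µM nifuroxazide; values of inactives mirror those of a sister screen read the other way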
STAT1 act = STAT1 signaling activation. NIH 3T3 STAT1-luciferase reporter, IFN-gamma, luminescence; 100% = IFN-gamma alone, no compound. activation (% of control), % at 5.5 µM. 200,000 compounds, 2.6% hits. AID 932;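 active means activation above the screen-wide mean activation plus 3 SD, cut at about 130% in these data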;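 further: raw ratio to IFN-gamma control signal so 100% means no change and 0% no light; values of inactives mirror those of a sister screen read the other way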
STAT3 inh = reduces IL-6 driven STAT3 reporter signal; inhibition, % at 5.5 µM; AID 862; 190,000 compounds, 0.89% hits; U3A cells, IL-6 STAT3-luciferase reporter, luminescence; host cell line lacks STAT1;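 active means inhibition above the mean inhibition across all screened compounds plus 3 SD, cut at about 44% in these data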;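 further: 0% = DMSO only wells and 100% = 100 µM nifuroxazide control wells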
APP 5UTR inh = APP translation inhibition; SH-SY5Y APP 5'UTR-luciferase reporter, luminescence; inhibition, % at 2 µM; 190,000 compounds, 0.82% hits; AID 1285;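 active means inhibition above a set limit, derived from the sample mean plus 3 SD, cut at about 45% in these data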; further: values of inactives mirror those of a sister screen read the other way
STAT3 activator = increases IL-6 driven STAT3 reporter signal. 190,000 compounds, 0.91% hits. AID 871. U3A cells, IL-6 STAT3-luciferase reporter, luminescence; 100% = signal with IL-6 EC80 alone. activation (% of control), % at 5.6 µM;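 active means activation above the screen-wide mean of compound activation plus 3 SD, cut at about 130% in these data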;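 further: 0% = background luminescence of wells with medium and substrate only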
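Material: STAT1-lacking human U3A cells, STAT3 luciferase reporter | Benchmarks: IL-6-only wells as 100% reference | Probe or stimulus: IL-6 (33 ng/mL) | Timing: Compound 1 h, then IL-6 6 h at 37 °C | Detection: Luminescence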
FLuc inhib CS = counter-screen for luciferase assay inhibitors: firefly luciferase inhibition. ATPLite firefly luciferase biochemical luminescence, 10 min. 200,000 compounds, 1.5% hits. inhibition, % at 10 µM;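 active means inhibition above about 50% when tested at 10 µM, limit read from the data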
Target sequence (P08659 whole entry, looked up): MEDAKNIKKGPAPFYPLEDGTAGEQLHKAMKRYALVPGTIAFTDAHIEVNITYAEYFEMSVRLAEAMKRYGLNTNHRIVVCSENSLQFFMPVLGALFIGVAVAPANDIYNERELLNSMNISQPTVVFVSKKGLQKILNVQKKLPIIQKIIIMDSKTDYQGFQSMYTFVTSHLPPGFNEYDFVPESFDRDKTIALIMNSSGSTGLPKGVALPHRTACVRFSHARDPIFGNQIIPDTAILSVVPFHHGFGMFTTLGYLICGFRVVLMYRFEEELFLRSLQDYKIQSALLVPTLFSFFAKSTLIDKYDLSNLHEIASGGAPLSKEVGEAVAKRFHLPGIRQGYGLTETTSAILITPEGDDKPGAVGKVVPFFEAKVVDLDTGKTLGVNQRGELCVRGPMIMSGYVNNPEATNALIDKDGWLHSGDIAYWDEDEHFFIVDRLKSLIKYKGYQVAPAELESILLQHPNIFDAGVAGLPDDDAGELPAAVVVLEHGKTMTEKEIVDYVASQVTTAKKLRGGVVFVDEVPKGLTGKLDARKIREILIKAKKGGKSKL
ROMK primary = modulators of human ROMK potassium channel. Tet-inducible ROMK, thallium flux fluorescence; actives lie on both sides. B-score at 10 µM. 130,000 compounds, 2% hits;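 active means signal ratio slope over the read window, or its plate-corrected B-score, at least 3 SD from the plate mean, either direction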;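 further: B-score of the F/F0 ratio slope over 7 to 12 s after thallium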
Target sequence (P48048 whole entry, looked up): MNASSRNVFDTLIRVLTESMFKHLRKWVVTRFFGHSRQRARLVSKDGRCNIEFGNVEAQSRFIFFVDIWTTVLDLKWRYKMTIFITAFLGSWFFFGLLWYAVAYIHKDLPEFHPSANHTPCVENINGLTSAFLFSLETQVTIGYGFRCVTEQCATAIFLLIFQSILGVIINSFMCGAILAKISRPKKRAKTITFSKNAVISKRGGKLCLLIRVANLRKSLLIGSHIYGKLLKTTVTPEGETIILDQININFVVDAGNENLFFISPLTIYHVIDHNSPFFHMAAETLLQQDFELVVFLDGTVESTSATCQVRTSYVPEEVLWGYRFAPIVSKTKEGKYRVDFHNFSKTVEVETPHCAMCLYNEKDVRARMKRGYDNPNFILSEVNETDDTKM
FLuc act counter = affects firefly luciferase, flagging false hits in luciferase stimulation screens. ATPlite luciferase biochemical, luminescence, 10 min; 0 = ATP-free wells, 1 = DMSO control. 200,000 tested, under 10 active. activation factor at 10 µM. AID 1027;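 active means luciferase activation factor, scaled between plate controls, of at least 2 with compound at 10 µM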
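System: luciferase plus luciferin reagent, cell-free; medium: PBS as buffer for the ATP substrate; dosing: test compounds dosed from 2 mM stocks in 100% DMSO; timing: 10 min post-reagent at room temperature; measured by: luminescence measurement of luciferase light output; evaluation: luciferase activation, seen as luminescence increase over controls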
NF-kB neuron act = compounds increasing NF-kB expression in human neuronal cells; NF-kB reporter expression; active compounds read high; fold change at 12.5 µM; 190,000 compounds, 1.6% hits; in the data active means fold change above about 3.3
APP 5'UTR act = APP 5'UTR luciferase reporter activation; activation, % at 2 µM; 190,000 compounds, 1% hits; AID 1276; SH-SY5Y APP 5'UTR luciferase reporter, luminescence; zero percent = DMSO vehicle wells;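 active means activation above a set limit, based on mean plus 3 SD of controls, cut at about 140% in these data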; further: values of inactives mirror those of a sister screen read the other way
* hit, by the source's call; . = no result given.

SMILES	STAT1 blocker	STAT1 act	STAT3 inh	APP 5UTR inh	STAT3 activator	FLuc inhib CS	ROMK primary	FLuc act counter	NF-kB neuron act	APP 5'UTR act
COc1ccccc1N1CCN(C(=O)CSc2nnc3n2C(C)(C)Cc2ccccc2-3)CC1	20	82	57*	-7	52	-6	-1.5	1.1	0.55	7
COc1cccc(NC(=O)COC(=O)c2ccc(S(=O)(=O)NCc3ccco3)cc2)c1	4	97	-5	-2	105	-4	-0.15	1	1.2	2
CN1CCN(c2ccccc2NC(=O)c2c(F)cccc2F)CC1	0	99	-3	-9	104	-9	-0.041	1.1	1.1	9
O=C(CCC(=O)OCc1ccc(Br)cc1)Nc1ccccc1	-4	103	-3	-5	100	-9	-0.0098	1.1	0.84	5
CC(C)CCN1CCN(Cc2nc(-c3ccccc3)cs2)CC1CCO (configuration not stated)	5	94	8	-9	97	-7	-0.9	1.1	0.86	9
C=CCOC(=O)C1=C(C)NC(SC)=C(C#N)C1c1ccc(OCC)cc1 (configuration not stated)	1	99	9	-2	96	-3	.	1	0.77	2
COc1cc(C(=O)NNC(=O)NC2CCCCC2)cc(OC)c1OC	-1	101	8	-9	99	-6	.	1.1	1.1	9
CC(C)CNC(=O)COC(=O)c1ccccc1SCC(=O)NCC(C)C	4	94	16	7	94	-3	0.6	1	0.95	-7
Cc1nn(C)c(C)c1S(=O)(=O)N1CCc2ccccc21	3	97	-9	-5	109	-6	-0.98	1.1	0.92	5
COc1ccc(/C=C/C(=O)c2cc(Br)ccc(=O)c2O)cc1	5	95	-10	0	112	3	-0.056	1	0.7	0
CCOP(=O)(O)c1ccccc1OCCOCCOc1ccccc1P(=O)(O)OCC	-1	101	1	1	104	-2	-0.33	1	0.95	-1
CCc1ccc(-c2cn(-c3nc(C)cc(C)n3)c(=N)o2)cc1	-15	114	16	10	87	19	.	0.8	0.88	-10
O=C(/C=C/c1ccco1)Nc1ccc(C(=O)N2CCOCC2)cc1	5	96	8	19	96	4	.	1	1.3	-19
CCCc1cc(-c2nc(-c3ccc(C)cc3)cs2)ccn1	0	100	10	-3	91	-3	-0.55	1	1.7	3
O=C(NCc1ccco1)c1ccc2c(c1)N(Cc1ccccc1)C(=O)CS2=O (configuration not stated)	3	98	3	5	102	-6	.	1.1	0.97	-5

Brought forward from above: two compounds; new compounds follow.
SMILES	STAT1 blocker	STAT1 act	STAT3 inh	APP 5UTR inh	STAT3 activator	FLuc inhib CS	ROMK primary	FLuc act counter	NF-kB neuron act	APP 5'UTR act
CCCc1cc(-c2nc(-c3ccc(C)cc3)cs2)ccn1	0	100	10	-3	91	-3	-0.55	1	1.7	3
O=C(NCc1ccco1)c1ccc2c(c1)N(Cc1ccccc1)C(=O)CS2=O (configuration not stated)	3	98	3	5	102	-6	.	1.1	0.97	-5
CCC(Cc1ccccc1)NC(=O)C1CCN(S(=O)(=O)c2c(C)noc2C)CC1 (configuration not stated)	4	96	-3	-14	104	-4	.	1	1.1	14
CC1CCCC(C)N1C(=O)CSc1nnc(CSc2ncccn2)n1C (configuration not stated)	10	91	25	-9	83	-4	.	1	0.97	9
COc1cc2c(cc1NC(=O)COC(=O)CNS(=O)(=O)c1ccc(C)cc1)oc1ccccc12	-10	109	-2	-29	98	1	.	1	2.4	29
CCOc1cc(C)nc(NCCc2ccc(OC)c(OC)c2)n1	1	99	13	-18	94	-3	.	1	1.1	18
Cc1ccc(NC(=O)CCS(=O)(=O)c2ccc(Br)cc2)nc1	-1	101	6	-18	98	-5	-0.98	1	1.2	18
Oc1c(Cl)cccc1C=Nc1cc(C(F)(F)F)ccc1N1CCCC1	5	96	-28	-5	124	-5	-0.67	1.1	0.89	5
Cc1nc2ccccc2c2oc(C(=O)Nc3ccc(C(C)C)cc3)cc12	-10	108	21	7	84	-1	.	1	0.97	-7
C/C(=N\Nc1ccc(S(=O)(=O)Nc2ccccc2)cc1[N+](=O)[O-])c1ccc(N2CCOCC2)cc1	-7	105	2	7	105	2	0.52	1	0.92	-7
Clc1ccc(CO/N=C2\CCCc3nonc32)cc1	5	95	0	-16	104	-4	-1.3	1	1.5	16
Cc1c(C2(O)C(=O)Nc3ccc(F)cc32)c(=O)n(-c2ccccc2)n1C (configuration not stated)	4	97	-2	-9	105	-9	0.061	1.1	1.2	9
COc1ccc(CN(C)C(C)C(=O)Nc2ccc(S(=O)(=O)N3CCOCC3)cc2)c(OC)c1 (configuration not stated)	22	78	10	-23	93	-4	-0.66	1	0.89	23
CC(=O)c1ccc(NS(=O)(=O)c2ccccc2)cc1	1	99	-21	-11	122	-6	.	1.1	1.2	11
Cc1cc(NC(=O)COc2c(C)cccc2C)no1	1	97	13	27	93	-3	-3.1	1	1.2	-27
O=C(CCS(=O)(=O)c1ccc(Br)cc1)N1CCN(c2ccc(Cl)cc2)CC1	12	89	20	6	87	-8	.	1.1	0.98	-6
CCOC(=O)C1=C(C)NC(C)=C(C(=O)OCC)C1/C=C/c1ccccc1	8	94	-3	-1	112	-6	.	1.1	0.55	1

Just FLuc inhib CS and FLuc act counter, for three of the compounds above:
| molecule | FLuc inhib CS | FLuc act counter |
| --- | --- | --- |
| COc1ccc(CN(C)C(C)C(=O)Nc2ccc(S(=O)(=O)N3CCOCC3)cc2)c(OC)c1 (configuration not stated) | -4 | 1 |
| CC(=O)c1ccc(NS(=O)(=O)c2ccccc2)cc1 | -6 | 1.1 |
| Cc1cc(NC(=O)COc2c(C)cccc2C)no1 | -3 | 1 |

The list continues.
SMILES	STAT1 blocker	STAT1 act	STAT3 inh	APP 5UTR inh	STAT3 activator	FLuc inhib CS	ROMK primary	FLuc act counter	NF-kB neuron act	APP 5'UTR act
COc1cc(OC)cc(C(=O)N[C@H](C(=O)OCC(=O)Nc2ccc(C)cc2C)C(C)C)c1	-2	101	-11	7	111	-2	-2.4	1	1	-7
COc1ccc(-c2nc3cc(NC(=O)c4ccc5c(c4)OCO5)ccc3o2)cc1	-8	107	20	-21	87	-7	0.054	1.1	1.4	21
O=C(CNC(=O)Cn1ccc2ccccc2c1=O)NCCCN1CCCCCC1	-1	99	1	-2	103	-5	0.0041	1	1.2	2
CCCCN(c1ccccc1)S(=O)(=O)N(C)C	3	96	6	-2	101	-10	1.2	1.1	2.5	2
COc1ccc(-c2csc(-c3[nH]cnc3N)n2)cc1	-20	117	0	15	102	4	-1.1	1	1.3	-15
CCCc1c(O)nc(SCC(=O)NCCc2ccc(OC)c(OC)c2)[nH]c1=O	0	100	10	-11	94	-4	.	1	1.5	11
CCN(C(=O)CN1c2ccccc2CC1C)c1c(N)n(Cc2ccccc2)c(=O)[nH]c1=O (configuration not stated)	-1	103	3	-2	102	-7	0.76	1.1	1.1	2
COc1ccc(Cl)cc1NC(=S)N(Cc1ccccc1C)CC1CCC(C(=O)O)CC1 (configuration not stated)	-3	102	4	-10	107	-8	0.81	1.1	1.1	10
Cc1c(Cl)cccc1NC(=O)Nc1ccn(C)n1	-11	110	14	.	93	-1	.	1	1	.
CCC1SC2=NC(C)=C(C(=O)OC)C(c3ccc(C)cc3)N2C1=O (configuration not stated)	7	88	-2	0	103	-4	0.0079	1	1.2	0
Cc1ccc(-c2nnc(OCC3CCCO3)c3ccccc23)cc1 (configuration not stated)	1	97	14	1	94	-4	-1.1	1	1.1	-1
CC1CN(Cc2ccccc2)c2nc3c(c(=O)n(C)c(=O)n3C)n2C1 (configuration not stated)	4	97	9	-1	102	-3	.	1	1.3	1
O=C(N1CCCCCC1)N1CCN(S(=O)(=O)c2ccccc2)CC1	1	99	0	-11	103	-4	.	1	0.86	11
COC(=O)CN1C(=S)N(Cc2ccccc2)C(=O)C1CC(=O)Nc1ccc(Br)cc1 (configuration not stated)	0	100	0	1	100	-7	.	1.1	0.75	-1
NC(=O)Nc1ccc(C(=O)OCC(=O)N(Cc2ccccc2)C2CCS(=O)(=O)C2)cc1 (configuration not stated)	2	98	-2	4	109	-2	0.065	1	1.3	-4
Cc1cc(C)n2nc(SCC(=O)c3ccc[nH]3)nc2n1	2	98	16	1	94	-3	0.59	1	0.97	-1
O=C(N/N=C/c1ccccn1)c1[nH]c2ccc([N+](=O)[O-])cc2c1-c1ccccc1	7	92	21	-7	87	-6	1.6	1.1	1.1	7
O=C(Cn1c(-c2ccco2)nc2ccccc21)N1CCCCC1	9	92	14	-3	93	-2	-1.4	1	0.96	3
O=C(CNc1ccccc1)NNC1=NCCC1	3	97	16	-8	89	-2	1.2	1	1.8	8
O=C(O)CSCC(=O)Nc1ccc(Cl)cc1C(F)(F)F	0	100	8	8	99	-9	0.077	1.1	0.97	-8
CC(C)[C@H](NC(=O)c1ccc(C(C)(C)C)cc1)C(=O)Nc1nnc(C2CC2)s1	5	96	12	12	90	-4	.	1	1.2	-12
CCCCNC(=O)N(C)c1nncnc1C(=O)NC	-9	107	-10	-8	112	-7	0.22	1.1	1.1	8
CCc1nnc(NC(=O)C(=O)NCCOC(=O)c2ccccc2)s1	7	93	5	16	96	-4	-0.42	1	0.93	-16
COc1cc(NC(=O)C2=C(N3CCOCC3)/C(=C\c3ccc(Cl)cc3Cl)CC2)cc(OC)c1OC	7	94	0	3	100	-8	-0.41	1.1	1.2	-3
COc1ccc(S(=O)(=O)N2CCC(C(=O)Nc3ccc(F)cc3)CC2)c2cccnc12	9	91	6	-10	99	-5	-1.5	1.1	1.1	10
COc1ccc(/C=C(\NC(=O)c2ccc(OC)cc2)C(=O)NC(CCSC)C(=O)O)cc1 (configuration not stated)	8	93	-9	-2	108	0	0.44	1	1	2
COc1cccc2cc(/C(C)=N/Nc3nc(-c4cc(C)ccc4C)cs3)c(=O)oc12	-4	104	13	5	94	-6	.	1.1	0.86	-5
Cc1ccc(NC(=O)/C(=C/c2cccc(Br)c2)NC(=O)c2ccco2)cc1	3	98	2	4	97	0	0.26	1	0.95	-3
CCN1C(=O)/C(=C2/Sc3ccccc3N2CC)S/C1=N\c1ncn[nH]1	-15	112	14	-2	90	-2	0.98	1	0.4	2
COc1ccc(OCCSc2nc(N)cc(=O)[nH]2)cc1	-4	102	-2	8	105	3	-0.048	1	1.2	-8
Cc1ccc(Cl)cc1NC(=S)N(CCCN1CCOCC1)Cc1ccco1	5	94	20	-1	88	-8	-0.35	1.1	1.1	1
CCOC(=O)N1CCC(N(CCOC)C(=O)Nc2ccc(Cl)cc2)CC1	-3	101	-1	9	105	2	-1.5	1	1.1	-9
Cc1ccc(N2C(=O)c3ccc(C(=O)N4CCN(c5ccccc5F)CC4)cc3C2=O)cc1	8	93	-8	-11	107	-10	.	1.1	0.99	11
CC1CCCCC12NC(=O)N(CC(=O)Nc1sc3c(c1C(N)=O)CCC3)C2=O (configuration not stated)	-1	101	-1	.	99	-3	-0.094	1	1	.
COC(=O)c1cc(OC)c(OC)cc1NC(=O)c1ccc(C)o1	-5	105	28	8	81	-2	1.4	1	0.4	-8
O=C1COc2ccc(S(=O)(=O)Nc3ccc4c(c3)OCO4)cc2N1	7	93	9	12	97	-4	-1.7	1	1.1	-12
O=C(c1csc2c1CCCC2)N1CCN(c2ncccn2)CC1	-3	103	9	-17	95	-5	.	1	1.3	17
Cc1cc(O)ccc1Nc1nc(-c2cccs2)cs1	-22	121	12	-148	97	78*	-1.5	0.2	7.2*	148*
CCOc1ccc(/C=N/NC(=O)c2c(C)n(C)c3ccc(OC)cc23)cc1	-4	104	4	8	95	-4	-0.038	1	0.9	-8
